rTrxR1 inhibitor = rat TrxR1 inhibition | Potency, µM (series often up to 114 µM), for inactives: at the top dose activity change, negative = inhibition, most hits filed as inhibitors | actives 1% (n = 390,000) | recombinant rTrxR1, NADPH fluorescence consumption, selenite substrate; further: potency means the concentration at half of the fitted maximal effect; on the % scale 0 is the no-effect control and ±100 the full control effect; nearly all actives have a fitted effect of over 65% in size
Target sequence (O89049 whole entry, looked up): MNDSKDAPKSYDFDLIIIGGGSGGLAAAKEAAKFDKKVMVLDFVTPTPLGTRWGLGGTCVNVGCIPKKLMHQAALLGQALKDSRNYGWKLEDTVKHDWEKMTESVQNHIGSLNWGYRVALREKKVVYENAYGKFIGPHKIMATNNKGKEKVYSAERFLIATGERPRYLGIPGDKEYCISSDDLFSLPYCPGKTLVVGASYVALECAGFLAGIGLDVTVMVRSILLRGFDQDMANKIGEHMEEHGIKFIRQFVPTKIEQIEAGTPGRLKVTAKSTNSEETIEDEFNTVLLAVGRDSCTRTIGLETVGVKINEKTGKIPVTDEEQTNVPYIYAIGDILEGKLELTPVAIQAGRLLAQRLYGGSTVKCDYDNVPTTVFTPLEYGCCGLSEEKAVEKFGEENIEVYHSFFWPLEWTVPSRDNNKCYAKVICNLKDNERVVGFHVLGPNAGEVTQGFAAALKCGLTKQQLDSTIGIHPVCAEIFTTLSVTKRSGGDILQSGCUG
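Rat TrxR1 (90 nM in the dispensed reagent) was pre-reduced with 400 uM NADPH for 5 min at room temperature, then incubated with compound for 15 min. After 400 uM selenite was added, NADPH fluorescence (Ex 340/Em 450 nm) was followed for 8 min.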
LDHA inh = inhibitors of human lactate dehydrogenase A. purified LDHA, NADH/diaphorase-resazurin fluorescence; hits give low values. activity change, % (values are at about 110 or 230 µM). actives 0.15% (n = 480,000). AID 1347041; in the data active means activity change below about -30%; inconclusive means mostly about -25% to -30%;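 further: plate controls were DMSO wells for no effect and wells without enzyme for full effect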
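Human LDH5 (2 nM) was incubated with 0.06 mM NADH and 0.2 mM pyruvate for 5 min at room temperature in Tris pH 7.4. Remaining NADH was coupled through diaphorase/resazurin, and resorufin fluorescence was read at 0 and 20 min.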
mIDH1 inhibitor = inhibitors of human mutant IDH1 R132H. Potency, µM (highest dose often 76.6 µM), for inactives: at the highest dose activity change, negative = inhibition, actives largely listed as inhibitors. actives 0.093% (n = 390,000). O75874. IDH1-R132H enzyme, NADPH consumption, diaphorase/resazurin fluorescence; further: potency means the concentration at half of the fitted maximal effect; on the % scale 0 is the no-effect control and ±100 the full control effect; nearly all actives have a fitted effect of over 65% in size
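IDH1-R132H (0.5 ug/mL) preincubated 30 min with compound, then NADPH (0.016 mM) and alpha-KG (2 mM) added; 80 min at RT, pH 7.5. Remaining NADPH coupled via diaphorase/resazurin to fluorescence (540/590 nm); concentration-response curves normalized to no-enzyme control.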
USP1 inh = inhibitors of human USP1/UAF1 deubiquitinase; recombinant USP1/UAF1, Ub-Rhodamine cleavage fluorescence; O94782; Potency, µM (series often up to 57.1 µM), for inactives: top-dose activity change, negative = inhibition, usual class: inhibitors; actives 0.23% (n = 390,000); further: potency means the concentration at half of the fitted maximal effect; on the % scale 0 is the no-effect control and ±100 the full control effect; nearly all actives have a fitted effect of over 60% in size; inactives centre near -12
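USP1/UAF1 complex at 1 nM was preincubated with compound for 15 min at room temperature, then Ub-Rho substrate (150nM final) was added. Fluorescence (480/540 nm) was read kinetically, 6 reads every 60 seconds.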
RGS4 inh = blocks human RGS4-accelerated GTP hydrolysis; P49798; Transcreener GDP fluorescence polarization, RGS4-accelerated GTP hydrolysis; Potency, µM (top dose mostly 114 µM), for inactives: at the highest dose activity change, negative = inhibition, hits mostly inhibitors; actives 0.039% (n = 390,000); AID 504845; further: potency means the concentration at half of the fitted maximal effect; on the % scale 0 is the no-effect control and ±100 the full control effect; nearly all actives have a fitted effect of over 75% in size; some results filed as inactive show a strong effect at the top dose
Target sequence (P49798 whole entry, looked up): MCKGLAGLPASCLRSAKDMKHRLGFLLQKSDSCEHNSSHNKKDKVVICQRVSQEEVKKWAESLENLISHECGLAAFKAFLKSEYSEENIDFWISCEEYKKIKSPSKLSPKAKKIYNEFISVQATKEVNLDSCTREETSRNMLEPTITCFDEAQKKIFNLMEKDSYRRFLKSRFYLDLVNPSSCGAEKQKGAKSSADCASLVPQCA
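MLSMR compounds (23 nl, pin-transferred) preincubated 10 min at room temperature with a 500nM (2x) first reagent, then RGS4 at 900nM (2x) plus Transcreener GDP mix added; fluorescence polarization (620/688 nm) read before and after 90 min at 30 °C.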
GRP78 ERSR act = ER stress response induction in glioma; U87-MG GRP78 promoter luciferase reporter, 16 h; Potency, µM, for the others: at the highest dose activation, hits mostly activators; actives 0.02% (n = 420,000); AID 602332; further: potency means the concentration at half of the fitted maximal effect; series mostly up to about 76 µM; % of control where 0% means no effect; nearly all actives have a fitted effect of over 35% in size
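ERSR induction read as luciferase luminescence (Bright-Glo, 10 min at room temperature) in stably transfected human U87-MG glioma cells exposed to compounds for 16 h, using GRP78 as sensor.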
TrxR1 substrate = is turned over as a substrate by rat TrxR1. Potency, µM (top dose mostly 114 µM), inactives show top-dose activity change, negative = substrate turnover. purified TrxR1 substrate turnover, NADPH consumption readout. actives 0.01% (n = 390,000). O89049; further: potency means the concentration at half of the fitted maximal effect; on the % scale 0 is the no-effect control and ±100 the full control effect; nearly all actives have a fitted effect of over 50% in size
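Rat TrxR1, dispensed at 90 nM, was prereduced with 400 uM NADPH (final) for 5 min at ~22 deg C, then incubated with compound 15 min before 400 uM selenite. A first-read NADPH fluorescence drop versus no-compound background flagged substrates.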
Vif-A3G inh = inhibitors of Vif-APOBEC3G interaction; HeLa A3G-eYFP + Vif (tagged APOBEC3G with the HIV-1 protein that degrades it), YFP fluorescence, overnight; Potency, µM (series often up to 46.1 µM), without a hit: top-dose activity, negative = active, actives largely listed as inhibitors; actives 0.076% (n = 410,000); AID 602310;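 further: potency means the concentration at half of the fitted maximal effect; on the % scale 0 is the no-effect control and ±100 the full control effect; nearly all actives have a fitted effect of over 60% in size; hits raise eYFP signal because A3G escapes Vif-driven loss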
Target sequence (Q9HC16 whole entry, looked up): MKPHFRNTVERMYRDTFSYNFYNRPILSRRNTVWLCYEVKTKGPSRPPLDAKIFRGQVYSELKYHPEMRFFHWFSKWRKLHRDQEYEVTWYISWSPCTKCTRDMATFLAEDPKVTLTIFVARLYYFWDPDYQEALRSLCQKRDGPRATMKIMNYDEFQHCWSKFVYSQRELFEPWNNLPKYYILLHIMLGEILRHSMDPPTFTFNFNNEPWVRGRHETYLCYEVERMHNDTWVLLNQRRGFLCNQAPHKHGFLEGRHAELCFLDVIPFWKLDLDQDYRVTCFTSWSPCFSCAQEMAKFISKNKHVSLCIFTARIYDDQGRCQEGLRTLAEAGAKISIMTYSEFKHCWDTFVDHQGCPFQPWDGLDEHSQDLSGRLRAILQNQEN
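HeLa cells stably expressing Vif and C-terminally eYFP-tagged A3G, seeded overnight at 37 deg C, then exposed to compound by pintool overnight at 37 deg C. Rise in yellow fluorescence (Ex 488/Em 500-530, Acumen) marks blocked Vif-driven A3G degradation.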
Vif-APOBEC3F blk = inhibitors of Vif-A3F interaction; HeLa A3F-eYFP + Vif (tagged APOBEC3F with the HIV-1 protein that degrades it), YFP fluorescence increase; Potency, µM (titrated, usually from 46.1 µM), for inactives: at the highest dose activity, negative = active; actives 0.2% (n = 390,000); AID 602313; further: potency means the concentration at half of the fitted maximal effect; % of control where 0% means no effect; nearly all actives have a fitted effect of over 65% in size
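HeLa cells stably expressing Vif plus C-terminally eYFP-tagged A3F were seeded, incubated overnight at 37 deg C, dosed with compound, incubated overnight again at 37 deg C. Yellow fluorescence (Ex 488/Em 500-530) reported blocked Vif-mediated A3F-eYFP degradation.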
* marks the source's active call; other numbers are inactive results; u = inconclusive; x = not tested or not shown; [ ] = another dose, or the depositor's remark. Unless noted, the call rests on the fitted dose curve; in most records, active means well fitted curve in the direction sought with a large enough effect; inconclusive means small, poorly fitted or top-dose-only effect, or another doubt; inactive means no such curve, though single readings can be large; an effect the other way counts as inactive or inconclusive. The list is partial, so the mix of outcomes need not match the whole.

SMILES	rTrxR1 inhibitor	LDHA inh	mIDH1 inhibitor	USP1 inh	RGS4 inh	GRP78 ERSR act	TrxR1 substrate	Vif-A3G inh	Vif-APOBEC3F blk
O=C(NCC1CCCO1)c1ccc(Oc2ccc([N+](=O)[O-])cc2Cl)cc1 (stereo not drawn)	2.5%	0.4	2.1%	5.3%	35.6%	3.2%	-1.8%	0.9%	-2.6%
Cc1c(Cl)cccc1N1C(=O)CC(N(O)c2ccccc2)C1=O (stereo not drawn)	-4.9%	2.5	3.3%	-22.5%	-14.3%	1.1%	7.0%	-1.3%	0.5%
CC1=NN(c2ccccc2)C(=O)C1N=Nc1ccc(N)cc1 (stereo not drawn)	u	6.7	1.1%	-8.8%	0.9%[11.4 µM]	-6.5%	-16.0%	2.0%	5.3%
CC1(C)CC(NC(=O)C(c2ccccc2)c2ccccc2)CC(C)(C)N1	22.7%	1.0	-3.4%	-15.6%	-0.3%	-4.7%	3.7%	2.0%	0.5%
O=C(CCc1ccc(S(=O)(=O)NC2CCCCC2)cc1)N(Cc1ccccc1)Cc1ccccc1	14.9%[57.1 µM]	-2.6	5.2%	-17.8%	-18.8%	-3.6%	11.5%[57.1 µM]	4.2%	-1.5%
COc1cccc(Nc2nc(-c3ccccc3)nc3ccccc23)c1	26.6%	-0.5	7.4%	-13.0%	5.8%	-9.2%	18.9%	-8.6%	9.1%
COc1ccc(-c2nnc(SCC(=O)c3cccs3)o2)cc1	-18.6%[57.1 µM]	3.7	3.8%	-11.1%	-15.4%	-3.8%	-12.6%[57.1 µM]	-1.1%	6.2%
O=c1cc2c(nn1Cc1c(Cl)cccc1Cl)-c1ccccc1CC2	-29.1%	-1.4	-18.8%	-14.6%	6.1%	-6.8%	-13.6%	-1.6%	3.4%
COc1c(Cl)cc(C(=O)Nc2ccccc2-c2ccccc2)cc1Cl	3.0%	-2.6	3.1%	-9.2%	-6.6%	0.5%	-5.2%	-4.7%	-18.0%
CCc1ccccc1NC(=O)Cn1c(-c2nonc2N)nc2ccccc21	24.4%	-1.3	-16.6%	-10.0%	17.0%	-5.0%	10.6%	-1.3%	-2.7%
CO/N=C/C(C#N)=C/c1cc(C(=O)c2ccc(F)cc2)cn1C	4.4%	-6.4	-0.2%	-8.5%	6.7%	-2.5%	-3.8%	-0.2%	7.0%
CCOC(=O)C(NC(=O)c1ccccc1Cl)(Nc1sc2c(c1C(N)=O)CCC2)C(F)(F)F (stereo not drawn)	u	-4.3	-6.7%	-9.5%	-15.9%	-8.0%	3.0%	-8.4%	-25.3%
C=CCn1c(C)cc(C(=O)COC(=O)/C=C/c2c(C)nn(C3CCS(=O)(=O)C3)c2Cl)c1C (stereo not drawn)	3.9%	-3.3	9.6%	-12.3%	u	-2.2%	-5.6%	3.1%	6.8%
CN(C)c1ccc(N=Nc2nccs2)cc1	x	0.1	3.9%	-21.3%	x	-9.8%	x	3.4%	-2.5%
O=C(COC(=O)c1cccc([N+](=O)[O-])c1)NCc1cccs1	-13.7%	-2.9	-5.1%	-19.5%	-14.6%	0.8%	-4.4%	2.0%	-1.0%
CCN(CC(=O)Nc1ccccc1C(=O)Nc1ccccc1)Cc1nc2ccccc2c(=O)[nH]1	9.8%[57.1 µM]	-7.8	11.6%	-5.3%	-11.5%	-6.7%	3.7%[57.1 µM]	-2.5%	-11.9%
CC1(C)CC(=O)C(C2c3ccccc3S(=O)(=O)c3ccccc32)C(=O)C1	-23.4%	-9.4	-1.1%	2.7%	1.0%[56.9 µM]	-1.7%	-14.1%	-4.1%	2.1%
O=C(ON=C1CCSCC1)c1ccccc1	-1.9%	-1.7	0.0%	-18.4%	-23.2%	0.0%	-2.8%	1.7%	-3.9%
N#C/C(=C\c1cn(Cc2ccccc2F)c2ccccc12)C(=O)NCc1ccco1	-9.6%	-5.1	0.5%	-25.6%	-11.7%	-3.2%	-4.7%	-9.3%	-11.1%
O=C(CSc1nc2c(sc3ccccc32)c(=O)n1CCCN1CCOCC1)NC1CCCC1	-9.0%	-5.3	3.6%	-19.5%	-2.5%	0.8%	-5.3%	-1.4%	5.2%
N#Cc1c(-c2cccs2)cc(-c2cccs2)[nH]c1=O	45.4%[activator][57.1 µM]	0.2	0.4%	0.2%	-8.8%	-3.5%	16.5%[57.1 µM]	1.5%	1.4%
Cc1nc2ccccc2c(=O)n1-c1ccc(NC(=O)c2cccc([N+](=O)[O-])c2)cc1	15.6%[57.1 µM]	-0.5	-6.1%	-15.7%	-7.5%	-1.9%	-0.7%[57.1 µM]	0.0%	1.3%
COc1ccccc1COC(=O)CN1C(=O)NC2(CCCCC2C)C1=O (stereo not drawn)	-2.4%[57.1 µM]	-4.9	10.3%	-22.1%	9.7%	-5.8%	-2.8%[57.1 µM]	-0.1%	0.2%
COc1ccc(C(=O)n2cnc3ccccc32)cc1Br	18.0%	-8.6	10.6%	-3.5%	13.4%	-2.9%	6.6%	-4.9%	-29.6%
CCn1ccc(C(=O)Nc2ccc(Cl)cn2)n1	21.0%[57.1 µM]	-7.8	1.7%	-21.1%	-3.8%	-4.3%	10.6%[57.1 µM]	-1.2%	3.4%
Continuation.
SMILES	rTrxR1 inhibitor	LDHA inh	mIDH1 inhibitor	USP1 inh	RGS4 inh	GRP78 ERSR act	TrxR1 substrate	Vif-A3G inh	Vif-APOBEC3F blk
COC(=O)C1=C(O)C2(C(=O)O)CC(C(=O)OC)=C(O)C(C(=O)O)(C1)C2	16.3%[57.1 µM]	-4.1	-1.1%	-9.8%	2.1%	-2.6%	5.6%[57.1 µM]	1.3%	9.8%
C/C(CC(=O)Nc1cccc2c1CCCC2)=N\NC(=O)COc1ccccc1	-16.3%	-6.7	3.1%	-9.7%	-38.2%	-6.5%	-8.8%	-6.7%	-18.7%
CN(C)CCNS(=O)(=O)c1ccc2c3c(cccc13)C(=O)N2	12.3%	0.3	3.9%	-19.0%	4.1%	-3.4%	99.7%[activator]	5.8%	-3.4%
COc1cccc(N(CC(=O)NCc2ccccc2)C(=O)CCC(=O)Nc2nccs2)c1	0.8%	-4.9	0.0%	-1.5%	1.8%	-2.4%	-6.2%	1.1%	5.6%
COc1ccc(S(=O)(=O)N2CCOCC2)cc1C(=O)Nc1cccc(C(=O)NC2CC2)c1	x	-1.9	2.5%	-22.9%	x	-2.4%	x	-4.0%	-0.1%
c1cncc(-c2cnc3ccccc3c2)c1	-32.1%	-1.2	21.8%	-23.6%	13.1%	0.0%	u	2.6%	-1.4%
CN1CCN(C(=O)C2=C[C@H](C3CCCCC3)C[C@H](OCc3ccc(CO)cc3)O2)CC1	18.0%[57.1 µM]	-3.6	-1.5%	2.1%	24.1%	-1.9%	7.9%[57.1 µM]	4.0%	-1.3%
Cc1ccc2c(c1)-c1ccccc1S(=O)(=O)N2	2.8%	-6.5	-1.6%	-12.8%	6.6%	-2.0%	47.9%[activator]	0.2%	1.5%
Cc1cc(CCN2CCC(=O)NC2=O)ccc1OC(C)C	5.3%	-6.1	1.1%	16.7%	-12.7%	4.5%	7.0%	-1.5%	-2.0%
C=CCN1C(=Nc2ccccc2)SC/C1=C\C(=O)OC	5.7%[57.1 µM]	-1.9	5.1%	-19.4%	5.7%	0.7%	3.6%[57.1 µM]	-4.0%	0.5%
CCOc1ccc(NC(=O)CCS(=O)(=O)c2cccc3nsnc23)cc1	-5.3%	15.0	3.3%	-20.5%	-7.4%	-5.2%	0.8%	0.0%	-1.6%
O=C(NCCNC(=O)c1ccccn1)c1ccccc1	23.6%	-1.3	-0.3%	-4.9%	0.5%	-5.8%	-0.8%	0.9%	-14.5%
COc1ccccc1N(C)S(=O)(=O)c1ccc(C(=O)Nc2cc(F)ccc2C)cc1	-3.5%[57.1 µM]	-4.0	6.9%	-3.5%	-4.9%	-7.1%	-2.3%[2.29 µM]	4.0%	-8.7%
O=C(CSc1ccccc1)Nc1ccc2c(c1)OCCO2	15.5%	-5.6	1.5%	-16.0%	0.2%	-10.9%	3.6%	-4.3%	-19.2%
O=C(COC(=O)/C=C/c1ccc(Cl)cc1Cl)NCc1ccco1	0.1%[57.1 µM]	-12.0	1.9%	1.6%	-15.9%	-1.6%	-11.5%[57.1 µM]	-6.9%	-21.0%
COC(=O)C1=NN(C(=O)c2ccccc2)C(O)(c2ccc([N+](=O)[O-])cc2)C1 (stereo not drawn)	22.5%[2.29 µM]	-1.1	4.2%	-14.4%	-22.3%	-3.1%	11.1%[2.29 µM]	-0.1%	-6.7%
CCOC(=O)CCCCCN(Cc1ccccc1)S(=O)(=O)c1ccc([N+](=O)[O-])cc1	-14.1%	0.3	7.1%	-20.9%	-13.2%	-1.1%	-5.3%	-9.0%	-3.3%
Cc1cc(N2CCCCC2)n2ncc(-c3ccccc3)c2n1	42.1%	-3.2	3.9%	-20.9%	-3.4%[11.4 µM]	-12.1%	40.8%	-5.4%	1.4%

Bioassay records from PubChem BioAssay.
